Source: PubChem (several laboratories)
Mtb FBA inh = inhibitors of M. tuberculosis fructose-bisphosphate aldolase; purified M. tuberculosis FBA, fluorescence read-out; inhibition, % at 1 µM; 2.3% of 360,000 active; AID 588726; in the data active means inhibition above about 27%;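 further: 0% = vehicle and 100% = reference inhibitor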
Target sequence (P9WQA3 whole entry, looked up): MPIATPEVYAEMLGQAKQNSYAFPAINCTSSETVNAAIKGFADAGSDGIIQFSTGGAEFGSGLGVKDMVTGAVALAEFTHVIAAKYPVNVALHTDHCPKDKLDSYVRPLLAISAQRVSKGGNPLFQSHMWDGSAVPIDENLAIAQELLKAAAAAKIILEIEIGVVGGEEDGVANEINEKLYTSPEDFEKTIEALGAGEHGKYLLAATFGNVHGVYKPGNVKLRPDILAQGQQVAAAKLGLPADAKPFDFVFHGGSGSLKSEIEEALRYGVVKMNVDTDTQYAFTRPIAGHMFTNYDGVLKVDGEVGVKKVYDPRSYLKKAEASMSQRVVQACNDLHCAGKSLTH
Mtb UGM inh = Mtb UDP-galactopyranose mutase inhibition; P9WIQ1; 0.06% of 320,000 active; purified UGM, fluorescence polarization probe displacement; inhibition, % at 10 µM; AID 504406; in the data active means inhibition above about 10%, passing the limit was not always enough
Target sequence (P9WIQ1 whole entry, looked up): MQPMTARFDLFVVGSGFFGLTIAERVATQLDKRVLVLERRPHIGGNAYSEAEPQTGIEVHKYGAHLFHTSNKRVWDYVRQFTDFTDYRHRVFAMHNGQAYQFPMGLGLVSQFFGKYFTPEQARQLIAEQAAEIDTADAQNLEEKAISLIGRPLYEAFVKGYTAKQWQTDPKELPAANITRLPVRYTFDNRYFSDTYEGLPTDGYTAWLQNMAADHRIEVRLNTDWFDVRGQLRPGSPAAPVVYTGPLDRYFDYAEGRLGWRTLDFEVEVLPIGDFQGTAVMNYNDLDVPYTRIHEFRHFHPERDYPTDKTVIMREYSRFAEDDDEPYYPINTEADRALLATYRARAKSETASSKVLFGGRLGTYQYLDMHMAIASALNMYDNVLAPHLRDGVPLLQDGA
Anthrax LF inh2 = inhibitors of Bacillus anthracis lethal factor protease; multiplex microsphere protease cleavage assay, LF; inhibition, % at 10 µM; 0.12% of 360,000 active; P15917; further: plate controls were buffer without enzyme for full effect and enzyme alone for no effect
BoNT F protease = BoNT F light chain protease inhibition; Multiplex microsphere protease cleavage assay, flow cytometry; inhibition, % at 10 µM; 0.22% of 360,000 active; in the data active means inhibition above about 35%, passing the limit was not always enough; further: plate controls were buffer without enzyme for full effect and enzyme alone for no effect
BioA inh = inhibitors of Mycobacterium tuberculosis BioA enzyme; purified M. tuberculosis BioA enzyme, plate reader; inhibition, % at 9.99 µM; 0.096% of 360,000 active; AID 602481; in the data active means inhibition above about 40%
GDH-TPI inh = counter-screen for M. tuberculosis FBA inhibitors: GDH-TPI coupled enzymes | AID 588335 | 1.2% of 360,000 active | GDH-TPI coupled enzyme counterscreen, NADH absorbance | inhibition, % at 4.8 µM; in the data active means inhibition above about 30%;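 further: 0% = DMSO wells and 100% = wells lacking the enzyme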
FadD28 FP inh = inhibitors of Mycobacterium tuberculosis FadD28 bisubstrate binding | FadD28 bisubstrate probe binding, fluorescence polarization | inhibition, % at 12.5 µM | 0.22% of 360,000 active | AID 588549; in the data active means inhibition above about 8.5%, passing the limit was not always enough
BoNT-A LC inh2 = blocks Botulinum neurotoxin A light chain protease | 0.17% of 360,000 active | inhibition, % at 10 µM | multiplex microsphere protease substrate cleavage, flow cytometry; further: plate controls were buffer without enzyme for full effect and enzyme alone for no effect
PfHsp40 yeast = restores yeast growth despite PfHsp40 toxicity; S. cerevisiae expressing PfHsp40, growth rescue, ATP luminescence; growth rescue, % at 12.5 µM; 0.68% of 340,000 active; in the data active means growth rescue above about 28%, passing the limit was not always enough;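 further: yeast W303a lacking pdr1 and pdr3 grown in galactose medium; growth measured after three days at 30 °C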
Active calls of the source: *; x = not tested or not shown. Unless noted, no stated cut-off is given here; in the data, active means inhibition above about 30%; inconclusive means no clear call, values can overlap the other calls; inactive means below that. Hits appear at their usual frequency (roughly 4.7% active in at least one column).

SMILES	Mtb FBA inh	Mtb UGM inh	Anthrax LF inh2	BoNT F protease	BioA inh	GDH-TPI inh	FadD28 FP inh	BoNT-A LC inh2	PfHsp40 yeast
CCCCP(=O)(CCCC)Cc1ccccc1O	4.2	-2.0	0.8	9.1	-0.6	-9.3	-3.0	0.3	0.3
CC1=C(C(=O)NC2CCCc3c2cnn3-c2ccc(F)cc2F)OCCO1 (configuration not stated)	-0.7	2.2	0.2	0.0	0.0	-1.2	0.6	-1.1	1.1
CO/N=C/C(c1ncc(C(F)(F)F)cc1Cl)S(=O)(=O)c1ccccc1 (configuration not stated)	6.1	-3.6	2.7	-7.2	-2.0	7.1	0.4	-2.6	-1.8
COc1ccc(-c2noc(CN(C(=O)C(C)(C)C)C(C)C)n2)cc1	3.7	2.0	0.0	-1.9	x	-9.5	-2.0	0.2	-0.7
Cc1cc(C)c2nc(N3CCN(C(=O)c4ccco4)CC3)sc2c1	-1.8	2.0	6.4	-4.7	10.2	2.1	-2.8	-2.4	0.6
COC(=O)CCC(=O)N1CN2CN(C(=O)CCC(=O)OC)CC([N+](=O)[O-])(C2)C1	2.2	-1.3	-4.5	5.4	-4.5	-1.4	1.4	0.0	-0.8
COc1cc(NC(=O)Cn2c(=O)n(-c3cccc(C)c3)c(=O)c3c(C)c(C)sc32)cc(OC)c1	-0.3	-0.2	-7.4	-6.0	x	5.4	-1.7	-1.1	-0.1
Cc1ccc(CSc2ccc(S(=O)(=O)N3CCCC3)cn2)cc1	-0.7	-2.4	-3.8	-7.2	-1.0	-4.8	-2.4	0.2	2.5
CC(C)N1CCNCC1	1.1	-4.6	-5.1	-5.5	x	-3.2	-0.8	-0.5	-0.5
O=[N+]([O-])c1ccc(Cl)c(C2Nc3cccc4cccc(c34)N2)c1	-0.9	-0.8	-0.6	-5.9	-1.9	11.0	-2.5	0.4	1.2
Cn1c(CN2CCOCC2)nc2cc(NC(=O)COc3ccc([N+](=O)[O-])cc3)ccc21	-5.9	-0.2	-1.4	-3.0	0.0	0.0	-2.3	-0.7	-0.5
CCOC(=O)c1cnc2c(Cl)cccc2c1NCCN1CCOCC1	-0.7	1.0	4.4	6.3	x	11.2	-3.0	2.5	0.3
CN(CC(=O)Nc1cccc(F)c1)C(=O)CCCN1C(=O)c2cccc3cccc(c23)C1=O	8.6	0.5	-6.4	-3.4	4.0	11.0	-3.3	1.3	-0.3
Cc1ccc(NC(=O)c2ccc(C(C)(C)C)cc2)cc1[N+](=O)[O-]	-3.8	-1.1	-3.1	-3.5	-1.0	0.7	-1.9	0.2	-0.1
COc1ccc(NC(=O)CN2CCN(C(=O)C3CCCO3)CC2)c(OC)c1 (configuration not stated)	2.0	-1.6	-2.9	-4.1	0.3	1.4	-0.1	-0.6	0.3

Six records drawn at random from the list so far:
SMILES	Mtb FBA inh	Mtb UGM inh	Anthrax LF inh2	BoNT F protease	BioA inh	GDH-TPI inh	FadD28 FP inh	BoNT-A LC inh2	PfHsp40 yeast
Cn1c(CN2CCOCC2)nc2cc(NC(=O)COc3ccc([N+](=O)[O-])cc3)ccc21	-5.9	-0.2	-1.4	-3.0	0.0	0.0	-2.3	-0.7	-0.5
COC(=O)CCC(=O)N1CN2CN(C(=O)CCC(=O)OC)CC([N+](=O)[O-])(C2)C1	2.2	-1.3	-4.5	5.4	-4.5	-1.4	1.4	0.0	-0.8
CO/N=C/C(c1ncc(C(F)(F)F)cc1Cl)S(=O)(=O)c1ccccc1 (configuration not stated)	6.1	-3.6	2.7	-7.2	-2.0	7.1	0.4	-2.6	-1.8
CC(C)N1CCNCC1	1.1	-4.6	-5.1	-5.5	x	-3.2	-0.8	-0.5	-0.5
CCOC(=O)c1cnc2c(Cl)cccc2c1NCCN1CCOCC1	-0.7	1.0	4.4	6.3	x	11.2	-3.0	2.5	0.3
O=[N+]([O-])c1ccc(Cl)c(C2Nc3cccc4cccc(c34)N2)c1	-0.9	-0.8	-0.6	-5.9	-1.9	11.0	-2.5	0.4	1.2

The main list resumes, starting 2 compounds before the break.
SMILES	Mtb FBA inh	Mtb UGM inh	Anthrax LF inh2	BoNT F protease	BioA inh	GDH-TPI inh	FadD28 FP inh	BoNT-A LC inh2	PfHsp40 yeast
Cc1ccc(NC(=O)c2ccc(C(C)(C)C)cc2)cc1[N+](=O)[O-]	-3.8	-1.1	-3.1	-3.5	-1.0	0.7	-1.9	0.2	-0.1
COc1ccc(NC(=O)CN2CCN(C(=O)C3CCCO3)CC2)c(OC)c1 (configuration not stated)	2.0	-1.6	-2.9	-4.1	0.3	1.4	-0.1	-0.6	0.3
Cc1ccc(S(=O)(=O)N2C[C@H]3[C@H]4C(=O)N(Cc5ccccc5)C(=O)[C@H]4CC(=O)[C@H]3[C@@H]2c2ccccc2)cc1	0.5	x	1.3	1.4	-0.6	x	-0.5	0.4	x
COc1cccc(NC(=O)CN(C)C(=O)CCSc2ccc(C)cc2)c1	-0.8	0.3	-2.7	-1.5	-0.7	-6.3	-3.1	1.3	1.4
CCN(CC)C(=O)Cn1cnc([N+](=O)[O-])n1	2.1	0.3	-1.2	-2.4	-1.6	5.7	-1.5	-0.6	0.8
Cc1ccc(OCCCC(=O)Nc2ccc(S(N)(=O)=O)cc2)cc1	0.5	-0.1	-3.9	40.9*	-1.7	2.5	-3.0	4.7	-0.1
COCCn1c(SCC(=O)c2cc(C)n(C)c2C)nc2ccccc2c1=O	-0.2	1.1	1.0	1.9	x	6.9	-1.7	-0.9	0.9
COC(=O)C1=C(C(=O)OC)C2(OC1c1cccc(F)c1)C(=O)c1ccccc1C2=O (configuration not stated)	1.2	2.5	-4.6	-7.0	x	3.7	0.6	0.2	-0.6
COCOCCn1cc(CN2CCS(=O)(=O)N(Cc3ccc(-c4ccc(C)cc4)cc3)C(C(C)C)C2=O)nn1 (configuration not stated)	-1.1	x	-0.3	0.3	1.9	-4.3	-1.6	0.0	x
CCCCn1c(SCC(=O)NC2CCS(=O)(=O)C2)nnc1-c1ccc(OC)cc1 (configuration not stated)	-1.3	-0.8	6.3	5.1	2.1	2.2	-2.3	-2.5	0.0
O=C1CC(c2cc([N+](=O)[O-])ccc2Cl)c2c(ccc3ccccc23)N1 (configuration not stated)	-1.1	x	1.0	-2.1	11.0	4.9	-3.7	-0.5	-0.7
CC(=O)CSc1nc2c(c(=O)[nH]c(=O)n2C)n1Cc1cccc(Br)c1	-1.2	-0.8	1.3	-9.7	-1.0	6.8	-1.3	1.8	1.1
CC(C)C(=O)N1CCC(c2nc(-c3ccc(S(=O)(=O)N4CCN(C)CC4)cc3)no2)CC1	1.3	-1.5	-12.4	-5.4	x	7.6	-3.1	-0.6	-1.9
Cc1nn(C)c(C)c1S(=O)(=O)N1CCC(C(=O)NCC2COc3ccccc3O2)CC1 (configuration not stated)	-0.7	0.9	3.2	-2.8	-0.9	-13.9	-0.8	0.0	-0.2
CC1(C(=O)O)CCC(C(=O)NC2CCCCC2)C1(C)C (configuration not stated)	1.0	0.5	1.2	13.4	0.0	6.0	-0.5	0.6	-0.6
O=C(NC(=S)Nc1ccc2[nH]ncc2c1)c1ccccc1	1.6	1.8	2.2	-1.6	2.8	11.2	-2.6	-0.4	3.7
Cc1cc(C)c2cc(CN(CC3CCCO3)S(=O)(=O)c3ccc4c(c3)OCCO4)c(=O)[nH]c2c1 (configuration not stated)	15.5	0.0	1.8	-2.4	-9.0	12.8	-3.7	0.5	-0.3
CN(C(=O)CNC(=O)OCc1ccccc1)c1ccc(Br)cc1C(=O)c1ccccc1Cl	-0.5	-0.9	-2.3	-0.8	x	4.7	-7.2	-0.6	2.2
Cc1cc(C)n2nc(SCC(=O)N3CCCC(C)C3)nc2n1 (configuration not stated)	3.3	-0.6	-3.0	-4.4	3.3	0.4	-4.0	-0.1	-0.2
O=C(Nc1ccccc1)N1CCCC(CNS(=O)(=O)Cc2ccccc2)C1 (configuration not stated)	2.9	-0.1	-2.8	2.0	2.5	-2.9	-1.4	-0.8	-1.4
Cc1nn(-c2ccccc2)c(C)c1C(=O)OCC(=O)Nc1ccc2c(c1)OCO2	3.2	2.7	-0.9	2.0	4.1	14.6	-1.5	0.6	1.6
Cc1cc(O)c(C(C)C)cc1N=C1CSC(=O)N1	1.9	-2.6	0.7	-9.0	9.2	-0.9	1.2	0.5	-1.5
NC(=O)c1ncn([C@@H]2O[C@H](CNCc3ccccc3C#Cc3ccccc3)[C@@H](O)[C@H]2O)n1	0.6	x	-8.3	-5.8	4.0	0.9	-0.1	-0.3	0.1
Cc1ccsc1C(=O)OCC(=O)Nc1c(Cl)cccc1C(F)(F)F	-0.4	-2.9	0.2	-14.5	-1.8	3.0	-2.5	-1.7	1.5
CN(C)C(CNC(=O)C1CCN(S(=O)(=O)c2ccccc2)CC1)c1ccccc1 (configuration not stated)	-0.5	1.6	-3.4	-1.4	-0.2	-1.4	-3.4	-1.0	1.1
CN(CC(=O)Nc1cc(S(=O)(=O)N2CCCC2)ccc1Cl)Cc1cccs1	0.9	0.5	-1.4	-2.6	x	29.1	-1.8	1.2	-0.3
COc1cccc(CN2CCNC(=O)C2CC(=O)N(C)Cc2nc(C)cs2)c1OC (configuration not stated)	2.5	-0.5	0.5	-4.3	0.1	-1.7	-0.4	3.1	0.6
Cc1ccc(S(=O)(=O)Nc2cc3c4c(c2)CC(=O)N4CCC3)cc1	0.7	1.5	x	x	-4.7	-0.3	0.3	x	0.2
COCCNC(=O)C1CCCN(C(=O)c2ccc(F)c(C)c2)CC1 (configuration not stated)	0.3	x	-3.5	-5.0	0.7	4.0	-0.5	-0.5	x
Cc1cc(NC(=O)COc2ccc(C)c(C)c2)no1	3.4	-1.0	3.0	-23.0	x	9.6	x	-2.7	-1.5
CCS(=O)(=O)N1Cc2ccccc2CC1C(=O)Nc1ccc(OC)cc1 (configuration not stated)	2.1	4.4	-4.0	3.9	x	7.5	-0.1	0.4	1.1

Entries of single compounds as entered above. Order of values: Mtb FBA inh	Mtb UGM inh	Anthrax LF inh2	BoNT F protease	BioA inh	GDH-TPI inh	FadD28 FP inh	BoNT-A LC inh2	PfHsp40 yeast
Cc1ccc(S(=O)(=O)Nc2cc3c4c(c2)CC(=O)N4CCC3)cc1 across the screens: 0.7	1.5	x	x	-4.7	-0.3	0.3	x	0.2
COCCNC(=O)C1CCCN(C(=O)c2ccc(F)c(C)c2)CC1 (configuration not stated) across the screens: 0.3	x	-3.5	-5.0	0.7	4.0	-0.5	-0.5	x
